# From PubChem
# MEKK2 WT-MEK5 = raises or lowers MEK5 binding to wildtype human MEKK2 PB1 domain. bead flow cytometry, Alexa488-MEK5 binding to MEKK2 WT; actives lie on both sides. binding response (% of control), % at 10 µM. 1.1% of 290,000 active. AID 1531; in the data active = binding response below about 67% or above about 130%
# MEKK3 PB1 HTS = modulators (inhibitors or enhancers) of MEK5 binding to human MEKK3 PB1 domain | Q99759 | bead-based flow cytometry, Alexa488-MEK5 binding to MEKK3; actives lie on both sides; 0 = blocked by unlabeled MEK5, 100 = vehicle | binding response (% of control), % at 10 µM | 1.4% of 290,000 active | AID 1529;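 active = binding response more than 3 SD above or below the average of its plate-row segment, actives on both sides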;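 note: Alexa488 bead fluorescence after subtracting the streptavidin-only scavenger bead signal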
# MEKK2 mut-MEK5 = signal of MEK5 binding to mutant human MEKK2 PB1 domain; 0.35% of 290,000 active; percent response, % at 10 µM; bead flow cytometry, Alexa488-MEK5 binding to MEKK2 mutant; in the data active = percent response above about 24%, passing the limit was not always enough; note: inactives centre near 1; some results filed as inactive read as strong as hits; reference of the scale not given here
# GPR7 antagonist = human neuropeptides B/W receptor 1 antagonism. P48145. GPR7-expressing cells, fluorescence antagonist assay. inhibition, % at 4.4 µM. 1.1% of 290,000 active. AID 1861; in the data active = inhibition above about 16%, passing the limit was not always enough;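 note: cells stimulated with the agonist NPW; 0% = agonist with vehicle and 100% = vehicle without agonist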
# Target sequence (P48145 whole entry, looked up): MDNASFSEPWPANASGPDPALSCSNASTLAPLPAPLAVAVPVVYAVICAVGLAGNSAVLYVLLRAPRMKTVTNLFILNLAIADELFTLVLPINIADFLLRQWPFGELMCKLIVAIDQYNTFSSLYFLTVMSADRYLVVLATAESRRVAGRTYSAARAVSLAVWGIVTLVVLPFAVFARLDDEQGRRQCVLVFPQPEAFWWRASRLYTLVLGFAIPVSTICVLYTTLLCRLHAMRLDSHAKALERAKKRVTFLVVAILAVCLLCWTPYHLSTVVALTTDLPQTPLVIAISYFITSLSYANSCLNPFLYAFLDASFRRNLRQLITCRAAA
# NALP1 yeast inh = blocks the NALP1 inflammasome reconstituted in yeast; S. cerevisiae NALP1/ASC/caspase-1 growth, X-gal OD620, 72 h; inhibition, % at 10 µM; 0.61% of 280,000 active; AID 2071; in the data active = inhibition mostly above about 24%, no sharp cut-off; inactive = mostly below about 32%; note: some compounds called inactive have numbers as strong as hits
# GalR3 antag = antagonists of human GalR3; HEK293 GalR3-CNG cAMP membrane potential fluorescence; galR3 body fused to GalR1 C-terminus; 0.44% of 360,000 active; inhibition, % at 3 µM; O60755;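 active = inhibition above the screen-wide average plus 3 SD, cut at about 13% in these data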;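 note: forskolin and galanin both at EC90 stimulate the cells; cAMP rise reported by CNG channel membrane potential dye signal; 0% = forskolin plus galanin with DMSO and 100% = forskolin alone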
# PHOSPHO1 block = inhibitors of human PHOSPHO1 phosphatase; recombinant PHOSPHO1, absorbance phosphatase assay; inhibition, % at 13.3 µM; 1.1% of 290,000 active; in the data active = inhibition above about 60%
# Target sequence (Q8TCT1 whole entry, looked up): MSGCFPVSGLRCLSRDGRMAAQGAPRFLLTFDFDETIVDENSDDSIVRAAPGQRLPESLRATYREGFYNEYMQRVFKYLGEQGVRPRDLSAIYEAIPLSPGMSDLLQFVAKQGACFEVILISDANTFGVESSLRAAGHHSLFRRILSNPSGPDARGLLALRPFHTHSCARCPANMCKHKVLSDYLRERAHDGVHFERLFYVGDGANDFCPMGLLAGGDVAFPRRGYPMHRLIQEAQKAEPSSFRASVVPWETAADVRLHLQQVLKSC
# OXTR agonist = agonists of human oxytocin receptor; 0.32% of 320,000 active; CHO-OTR cells, Fluo-8 calcium fluorescence; normalized: DMSO 0%, oxytocin 100%; P30559; AID 2435; activation, % at 3 µM;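 active = activation above the mean of all tested compounds plus 3 SD, cutoff set per screening run, cut at about 20% in these data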;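 note: peak over basal fluorescence ratio from a 100 s FLIPR kinetic read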
# V1R ag counter = counter-screen for oxytocin receptor agonists: human V1a receptor agonists | P37288 | CHO-V1R cells, Fluo-8 calcium fluorescence, agonist mode; 0% DMSO, 100% 3 nM vasopressin | activation, % at 3 µM | AID 2797 | 0.25% of 320,000 active;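 active = activation above the mean activation of all tested compounds plus 3 SD, per screening run, cut at about 20% in these data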;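 note: signal is peak over basal fluorescence ratio across a 100 second FLIPR read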
# Target sequence (P37288 whole entry, looked up): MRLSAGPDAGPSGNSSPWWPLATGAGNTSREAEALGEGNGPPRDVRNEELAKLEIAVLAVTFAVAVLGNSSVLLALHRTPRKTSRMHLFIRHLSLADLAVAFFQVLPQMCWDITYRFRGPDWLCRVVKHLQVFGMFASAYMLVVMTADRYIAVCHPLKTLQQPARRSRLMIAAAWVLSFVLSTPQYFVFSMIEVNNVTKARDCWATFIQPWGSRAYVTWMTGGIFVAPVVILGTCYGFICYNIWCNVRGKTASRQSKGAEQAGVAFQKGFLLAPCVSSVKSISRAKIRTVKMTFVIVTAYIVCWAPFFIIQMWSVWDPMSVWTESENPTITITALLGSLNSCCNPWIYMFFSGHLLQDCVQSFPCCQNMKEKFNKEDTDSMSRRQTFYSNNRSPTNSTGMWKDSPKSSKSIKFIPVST
# Starred values were filed as active, the others as inactive; / = not tested or not shown; [ ] = remark or other dose.
# Each structure is followed by: MEKK2 WT-MEK5	MEKK3 PB1 HTS	MEKK2 mut-MEK5	GPR7 antagonist	NALP1 yeast inh	GalR3 antag	PHOSPHO1 block	OXTR agonist	V1R ag counter
- NC(=O)Cn1nc([N+](=O)[O-])nc1Oc1ccccc1C(=O)N1CCOCC1
    98	102	-2	4	4	2	40	0.8	-0.6
- COc1ccc(CCNC(=O)CS(=O)(=O)Cc2nc(-c3ccccc3Cl)oc2C)cc1OC
    103	101	2	-9	18	/	-135	-1.7	-0.9
- COc1ccc(Oc2coc3c(CN(C)C)c(O)ccc3c2=O)cc1
    113	104	11	-11	14	-1	-3	0.3	0.3
- O=[N+]([O-])c1cc(-c2nc3nc4ccccc4nc3n2CCc2ccccc2)cc([N+](=O)[O-])c1
    95	95	-2	-3	18	1	-21	0.2	0.3
- Cc1c[n+](CC(=O)c2ccccc2)cs1
    110	106	1	-21	16	-9	24	0.3	0.5
- COCCNC(=O)C(=O)NNS(=O)(=O)c1ccc(Cl)cc1
    97	97	-4	-6	13	-5	19	0.6	0.2
- CCC(=O)Nc1ccc(C(=O)NNC(=O)c2cc([N+](=O)[O-])cc([N+](=O)[O-])c2)cc1
    82	93	-11	2	2	-5	34	1.5	-0.1
- COc1cccc(N/C(SCc2ccccc2C)=C(/C#N)C(=O)NCc2cccs2)c1
    97	130*	-1	-23	6	-5	0	6.7	4.1
- COCCn1c(=S)[nH]c2cc(C(=O)N3CCN(c4ccccc4OC)CC3)ccc2c1=O
    98	103	8	11	-4	-5	4	-2.8	0.5
- Cc1cc(C(=O)N(C)CC(=O)Nc2ccc(F)c(F)c2F)no1
    90	93	-9	0	16	-3	24	0.2	0.6
- C/C(=C/C#N)Nc1ccc(C)cc1
    81	93	-7	-7	15	4	53	0.0	-0.3
- COc1ccccc1NC(=S)N1CCN(c2ccc(F)cc2)CC1
    16*[inhibitor]	45*[inhibitor]	-14	-12	4	-7	44	0.1	-0.7
- O=C(CSc1n[nH]c(-c2ccccn2)n1)Nc1ccccc1
    101	102	-1	22	6	-4	25	-1.4	0.5
- CC(C)C(=O)N1CCN(c2ccc(NC(=O)c3cccs3)cc2)CC1
    103	104	10	-2	10	-5	-6	-0.1	0.9
- CC(=O)Nc1cc2c(cc1NC(=O)Cn1nnc(-c3ccc(C)o3)n1)OCCO2
    99	94	-43	13	-3	-2	36	-0.4	0.9
- CCOC(=O)CSc1nc2ccc(C)cc2cc1C#N
    90	87	-6	-9	0	-6	17	-2.1	-0.7
- Cn1c(CSc2ncccn2)nnc1SCC(=O)N1CCCCCC1
    102	104	3	-13	-4	4	-14	0.3	-1.1
- O=C(NCCc1ccc(Cl)cc1)C1CCCO1 (configuration not stated)
    111	103	6	-12	7	-9	19	-0.1	0.7
- NC(=O)CSc1nc(-c2ccccc2)c(-c2ccccc2)o1
    105	105	4	-8	14	-7	-13	0.8	0.2
- Cc1ccc(Cl)cc1NC(=O)COC(=O)c1ccc(N2CCCC2)c([N+](=O)[O-])c1
    96	98	13	-1	26	-1	10	-0.6	-0.6
- COc1ccc2cc(C#N)c(SCC(=O)N3CC(=O)Nc4ccccc43)nc2c1
    75	70	-9	-1	/	/	25	0.9	0.7
- CC(C)(C)c1cc(CCC(=O)NCc2ccccn2)cc(C(C)(C)C)c1O
    97	97	-5	-13	11	-3	0	-0.7	1.1
- COc1ccc(CN(CC(=O)NCC2CCCO2)C(=O)CCC(=O)Nc2nccs2)cc1 (configuration not stated)
    95	99	-4	5	24	-8	24	-0.3	0.1
- CC1=CC(C)(C)N2C(=O)C3(N=C(N)NC(Nc4ccccc4)=N3)c3cc(C)cc1c32 (configuration not stated)
    154*	121	33*	-5	27	-2	-17	-1.1	0.2
- NS(=O)(=O)c1ccc(NC(=O)N2c3ccccc3Sc3ccccc32)cc1
    102	101	2	-9	2	-9	26	-1.8	-1.3
- COc1cc(/C=N/n2cnnc2)ccc1OC(=O)c1ccncc1
    70	56*[inhibitor]	-9	-8	-14	-2	-8	0.0	0.7
- O=C(OCc1cccc(Cl)c1)c1cc(S(=O)(=O)N2CCCCC2)ccc1N1CCOCC1
    93	99	-7	2	20	-6	11	1.4	1.5
- CC1Sc2ccc(S(=O)(=O)CCC(=O)Nc3cc(F)ccc3F)cc2NC1=O (configuration not stated)
    102	101	1	-12	13	-9	31	3.7	8.0
- CCN1CCCc2cc(CN(CCN3CCOCC3)C(=S)Nc3cccc(C)c3)ccc21
    105	97	4	-11	16	-5	-20	-0.2	-0.8
- Cc1nc(NC(=O)C2CC2)sc1C(=O)Nc1ccc(Br)cc1
    107	106	2	-17	15	-7	14	1.0	0.4
- CCOC(=O)CC(NC(=O)c1cc2cccc(OC)c2oc1=O)c1ccc(OC)cc1 (configuration not stated)
    101	98	10	-8	-3	-10	32	0.9	1.2
- COc1ccccc1CNC(=O)C(=O)Nc1nccs1
    80	92	-10	-10	-5	0	12	-0.7	0.3
- c1cncc(-c2nc3ccccc3s2)c1
    88	92	-18	-1	8	0	-36	-0.6	0.9
- CCCOC(=O)c1ccc(NC(=O)Oc2ccccc2)cc1
    90	89	-5	4	22*	-4	45	0.3	0.6
- CCc1ccc(C(=O)CSc2nc(C)cc(=O)[nH]2)cc1
    102	97	-5	-1	-4	-5	1	0.1	1.9
- O=C(O)c1ccc2c(c1)C(=O)N(c1cccc(C(=O)/C=C/c3ccccc3)c1)C2=O
    83	88	-12	-1	9	1	40	-0.8	-0.6
- CCOc1cc(-c2nnc(-c3ccco3)o2)cc(OCC)c1OCC
    98	100	1	-12	17	3	-17	-0.8	-0.8
- c1ccc(-c2nnc(SCc3nc4ccccc4[nH]3)o2)cc1
    92	98	-1	-12	12	-5	-20	5.7	4.0
- O=C1CS/C(=N/N=C/c2c[nH]c3ccccc23)N1
    93	98	-5	-9	/	-2	38	4.6	2.7
- COc1ccc(N(CC(=O)Nc2ccc3c(c2)OCO3)S(=O)(=O)c2ccc(F)cc2)cc1
    117	106	-1	-10	27	-4	4	-0.1	0.5
- O=S(=O)(c1ccc(S(=O)(=O)N(Cc2cccs2)CC2CCCO2)cc1)N1CCCCC1 (configuration not stated)
    98	102	0	0	6	-5	-3	0.4	0.5
- Cc1cccnc1CN1CCN(C(=O)CCc2nnc(CCc3ccccc3)o2)CC1
    96	103	-5	-7	-15	9	2	0.5	-0.6
- CCOC(=O)C1CCN(S(=O)(=O)c2ccc3c(c2)CCCN3C(C)=O)CC1
    73	68	-19	/	40	-5	18	6.3	6.5
- COc1cccc(C(=O)NC(C)c2cccc3ccccc23)c1OC (configuration not stated)
    100	101	2	-8	14	-12	-8	-0.5	-0.1
- COc1cccc(/C=N/n2c(-c3n[nH]c4c3CCC4)n[nH]c2=S)c1O
    119	102	14	-7	-4	-3	47	-1.2	-0.8
- CC(=O)Nc1ccc(S(=O)(=O)NNC(=O)c2cccc(Br)c2)cc1
    99	95	-8	10	5	-4	-38	-0.3	-0.1
- COCc1[nH]nc2c1C1(C(=O)N(C)c3ccccc31)C(C#N)=C(N)O2 (configuration not stated)
    79	79*[inhibitor]	-5	-4	10	-2	-10	0.3	-0.2
- Cc1nn(-c2ccccc2)c(NC(=O)c2cccs2)c(-c2ccc(Cl)cc2)c1=O
    113	162*	1	-9	8	-2	9	-0.8	0.4
- Cc1ccc2[nH]c(C(=O)Nc3ccc(F)cc3)cc2c1
    104	106	1	-2	13	-5	8	0.4	1.0
- Cc1[nH][nH]c(=O)c1C(c1c(C)[nH][nH]c1=O)c1cn(Cc2ccc(Cl)c(Cl)c2)c2ccccc12
    83	100	2	10	60	-4	-10	-1.0	-0.3
- C/C(=N\NC(=O)c1nc2ccccn2c1C)c1cc2ccccc2o1
    101	106	-2	-9	3	-1	9	-0.8	-0.6
- COc1cccc(NC(=O)CN(C)C(=O)COc2ccc3ccccc3c2)c1
    104	99	2	9	22	-5	-11	3.1	1.9
- COc1ccc(/C=N/n2c(-c3ccco3)nc3ccccc3c2=O)cc1
    94	100	3	-8	5	2	-3	-1.2	-1.4
- Cc1cc(NC(=O)CSc2cn(CCNC(=O)c3ccccc3)c3ccccc23)no1
    101	102	5	-1	-8	/	15	-0.3	1.1
- O=c1ccc(-c2ccc(S(=O)(=O)Nc3cccc(Br)c3)o2)n[nH]1
    101	100	7	-14	-13	3	34	-0.4	-0.1
- COC(=O)c1[nH]c2cc(OC)ccc2c1NC(=O)CN1CCN(c2cccc(C)c2)C(C)C1 (configuration not stated)
    91	84	-6	-17	5	-8	2	-2.6	-0.9
- Cc1ccc(S(=O)(=O)N(C)C)cc1NC(=O)CN1C(=O)NC2(CCCCCC2)C1=O
    102	102	1	-14	15	0	31	-0.4	-0.3
- Cc1cc(C(=O)Nc2sc3c(c2C#N)CCC(C)C3)cs1 (configuration not stated)
    99	93	2	-8	14	-6	-18	-1.1	0.3
- Clc1ccccc1CSc1nnc(/C=C/c2ccccc2)o1
    /	/	/	4	12	-3	58	-0.6	0.7
- CC(=O)c1cccc(N(CC(=O)NC2CCCCC2)C(=O)Cn2nnc(-c3ccccc3)n2)c1
    101	101	-1	-7	-5	-9	32	-0.1	1.1

# Next structures follow.
# Each structure is followed by: MEKK2 WT-MEK5	MEKK3 PB1 HTS	MEKK2 mut-MEK5	GPR7 antagonist	NALP1 yeast inh	GalR3 antag	PHOSPHO1 block	OXTR agonist	V1R ag counter
- O=C(N/N=C/c1ccccc1)c1sccc1OCc1ccc(F)cc1
    103	107	3	7	-7	-9	25	-2.2	-1.4
- O=C(O)CCC(=O)Nc1nc2ccccc2s1
    95	94	-3	4	6	2	0	0.4	0.5
- O=C(c1cc2nc(C3CC3)cc(C(F)(F)F)n2n1)N1CCCC1
    105	105	7	-10	-13	-6	-3	-1.3	-0.7
- O=C(/C=C/Nc1ccccc1OC(F)(F)F)C(F)(F)F
    110	107	11	-9	-7	-2	37	1.0	0.9
- COC(=O)Nc1ncc(CN2CCc3ccccc3C2)s1
    101	102	-2	-1	4	-6	-29	-0.4	0.3
- CN(C)CCNC(=S)Nc1ccc(-c2nc3ccccc3[nH]2)cc1
    108	111	0	-2	-1	-7	-75	0.7	0.0
- COc1cc(OC)cc(C(=O)n2nc(C)cc2C)c1
    102	103	6	-11	9	-3	-3	-0.3	-1.1
- O=C(Nc1ccc(NC(=S)NC(=O)c2cccs2)cc1)c1ccccc1
    106	104	-1	-2	41	-8	-16	3.2	2.6
- Cn1c(N)c(C(=O)c2ccc(F)cc2F)c(=O)n(C)c1=O
    102	96	6	-10	38	-2	9	1.1	0.3
- O=C1CN(C(=O)N[C@@H](Cc2ccccc2)C(=O)N[C@@H](Cc2ccccc2)C(=O)O)c2ccccc2N1
    97	95	-3	18	3	1	23	0.6	0.0
- O=C(COC(=O)c1cc(C(F)(F)F)cc(C(F)(F)F)c1)NCc1ccc(Cl)cc1
    98	97	-2	-15	18	-3	-2	0.3	-0.1
- Cc1ncccc1C(=O)N1CCCC(CNC(=O)C2(c3ccc(Cl)cc3)CC2)C1 (configuration not stated)
    93	105	-6	-6	-2	9	40	0.8	-0.3
- CCOC(=O)c1cnc(Nc2ccc(OCC)cc2)nc1C
    104	107	4	2	12	-6	-10	0.8	-0.9
- Cc1ccc(-c2ccc(SCC(=O)Nc3cc(C)on3)nn2)cc1
    109	105	1	2	13	-2	-21	-2.5	0.3
